Screening results as filed in PubChem BioAssay.
GRP78 ERSR act = inducers of ER stress response in human glioma cells; U87-MG GRP78 promoter luciferase reporter, 16 h; Potency, µM, for the others: at the top dose activation, usual class: activators; 420,000 tested, 0.02% active; further: potency means the concentration at half of the fitted maximal effect; series mostly up to about 76 µM; % of control where 0% means no effect; nearly all actives have a fitted effect of over 35% in size
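Stably transfected U87-MG glioma cells carrying a GRP78-based luciferase sensor; 16 h compound incubation. Luminescence end-point read 10 min after Bright-Glo addition at room temperature.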
Vif-A3G inh = inhibitors of Vif-APOBEC3G interaction; 410,000 tested, 0.076% active; AID 602310; HeLa A3G-eYFP + Vif (tagged APOBEC3G with the HIV-1 protein that degrades it), YFP fluorescence, overnight; Q9HC16; Potency, µM (series often up to 46.1 µM), for inactives: top-dose activity, negative = active, actives largely listed as inhibitors;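 further: potency means the concentration at half of the fitted maximal effect; on the % scale 0 is the no-effect control and ±100 the full control effect; nearly all actives have a fitted effect of over 60% in size; hits raise eYFP signal because A3G escapes Vif-driven loss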
Target sequence (Q9HC16 whole entry, looked up): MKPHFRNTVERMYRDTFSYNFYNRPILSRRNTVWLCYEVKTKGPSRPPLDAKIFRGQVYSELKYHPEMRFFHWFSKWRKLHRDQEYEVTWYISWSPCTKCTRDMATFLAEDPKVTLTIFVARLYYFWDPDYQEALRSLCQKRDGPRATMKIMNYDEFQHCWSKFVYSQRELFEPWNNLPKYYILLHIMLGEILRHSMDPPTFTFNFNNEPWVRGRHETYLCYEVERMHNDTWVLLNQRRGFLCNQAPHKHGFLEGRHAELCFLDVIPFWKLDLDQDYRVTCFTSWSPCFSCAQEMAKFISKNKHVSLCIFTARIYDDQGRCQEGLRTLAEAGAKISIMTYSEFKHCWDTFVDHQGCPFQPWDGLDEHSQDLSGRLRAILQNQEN
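Read-out is eYFP fluorescence (Ex 488/Em 500-530) from Vif-expressing HeLa A3G-eYFP cells; more signal means A3G escaped Vif-mediated degradation. Cells plated overnight, compound pinned in, incubated overnight at 37 deg C.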
D1 agonist = agonists of human D1 dopamine receptor; HEK293 T-REx D1 cells, calcium flux, agonist mode; activation, % at 2 µM; 360,000 tested, 1% active; AID 504660; P21728; in the data active means activation above about 30%; further: 0% is about no effect
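Tetracycline-induced HEK293 TREx D1 cells, force-coupled to calcium signalling, were dye-loaded with a no-wash calcium kit. Compound was pin-added after a 10 s baseline. Fluorescence was read kinetically at 1 cycle/s for 180 s, with calcium rises flagged as agonism.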
D1 antagonist = human D1 dopamine receptor antagonism; P21728; HEK293 TREx D1 cells, calcium flux, dopamine EC80; hits give low values; activity change, negative = inhibition, % at 10 µM; 360,000 tested, 3.2% active; AID 504652; in the data active means activity change below about -30%; further: on the % scale 0 is the no-effect control and ±100 the full control effect
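Tetracycline-induced HEK293 T-REx cells with force-coupled D1 receptor were loaded with a no-wash calcium dye. Compound was added after a 10 s baseline and read kinetically for 180 s; EC80 dopamine was then added and calcium flux followed another 180 s.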
D2 PAM = positive allosteric modulators of human D2 dopamine receptor | AID 485347 | P14416 | HEK293 T-REx D2, calcium flux, EC20 dopamine potentiation | potentiation, % at 10 µM | 340,000 tested, 0.34% active;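 active means potentiation over 3 SD above the plate norm, cut at about 30% in these data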; further: 0% is about no effect
Target sequence (P14416 whole entry, looked up): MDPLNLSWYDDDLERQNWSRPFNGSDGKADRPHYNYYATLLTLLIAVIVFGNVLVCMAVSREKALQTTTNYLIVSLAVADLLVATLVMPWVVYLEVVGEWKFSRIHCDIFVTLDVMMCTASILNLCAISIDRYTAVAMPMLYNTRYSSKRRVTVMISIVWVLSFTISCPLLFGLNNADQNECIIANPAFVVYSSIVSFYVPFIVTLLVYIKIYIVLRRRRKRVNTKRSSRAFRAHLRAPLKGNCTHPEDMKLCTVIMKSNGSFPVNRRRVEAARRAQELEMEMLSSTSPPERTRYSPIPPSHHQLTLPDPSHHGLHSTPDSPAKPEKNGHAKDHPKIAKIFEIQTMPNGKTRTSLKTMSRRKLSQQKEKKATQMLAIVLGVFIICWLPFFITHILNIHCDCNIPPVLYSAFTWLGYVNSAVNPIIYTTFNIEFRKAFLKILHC
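Potentiation of an EC20 dopamine calcium response measured kinetically over 180 s, after a preceding 180 s compound-only read flagging agonists. Cells: inducible Hek293 Trex D2 line, 4000/well, cultured overnight at 30 C before dye loading.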
Vif-A3F inh = inhibitors of Vif-A3F interaction; HeLa A3F-eYFP + Vif (tagged APOBEC3F with the HIV-1 protein that degrades it), YFP fluorescence increase; Potency, µM (titrated, usually from 46.1 µM), inactives show at the top dose activity, negative = active; 390,000 tested, 0.2% active; AID 602313; further: potency means the concentration at half of the fitted maximal effect; % of control where 0% means no effect; nearly all actives have a fitted effect of over 65% in size
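HeLa cells stably expressing Vif plus C-terminally eYFP-tagged A3F were seeded, incubated overnight at 37 deg C, dosed with compound, incubated overnight again at 37 deg C. Yellow fluorescence (Ex 488/Em 500-530) reported blocked Vif-mediated A3F-eYFP degradation.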
LDHA inh = LDHA (human) enzyme inhibition; P00338; purified LDHA, NADH/diaphorase-resazurin fluorescence; hits give low values; activity change, % (values are at about 110 or 230 µM); 480,000 tested, 0.15% active; AID 1347041; in the data active means activity change below about -30%; inconclusive means mostly about -25% to -30%;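 further: plate controls were DMSO wells for no effect and wells without enzyme for full effect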
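Remaining NADH was detected by diaphorase (0.133 mg/mL) converting 37 µM resazurin to fluorescent resorufin, read at 0 and 20 minutes. The preceding 5-minute room-temperature reaction used 2 nM LDHA, 0.2 mM sodium pyruvate and 0.06 mM NADH at pH 7.4.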
D1 PAM = human D1 dopamine receptor positive modulation. P21728. HEK293 TREx D1 cells, calcium flux, dopamine EC20 potentiation. potentiation, % at 10 µM. 360,000 tested, 0.036% active. AID 504651; in the data active means potentiation above about 30%; further: 0% is about no effect
RXFP1 ag = RXFP1 (human) receptor agonism | Q9HBX9 | HEK293T-RXFP1 cAMP TR-FRET, 30 min; response scale: percent of porcine relaxin response, buffer zero | Potency, µM (highest dose often 57.5 µM), for the others: top-dose activation, actives largely listed as activators | 370,000 tested, 0.3% active; further: potency means the concentration at half of the fitted maximal effect; on the % scale 0 is the no-effect control and ±100 the full control effect; nearly all actives have a fitted effect of over 60% in size; many of its hits are not listed in these tables
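Agonist response is measured as cAMP accumulation in an RXFP1-transfected HEK293T line under PDE4 inhibition. Values are scaled between buffer-only and 29 nM porcine relaxin, and EC50s come from standard Hill equation fits.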
* = called active by the depositor; u = inconclusive; x = not tested or not shown; & = joins results of further samples. Unless noted, the call rests on the fitted dose curve; in most records, active means well fitted curve in the direction sought with a large enough effect; inconclusive means small, poorly fitted or top-dose-only effect, or another doubt; inactive means no such curve, though single readings can be large; an effect the other way counts as inactive or inconclusive.

A first look (two entries):
Results follow in this order: GRP78 ERSR act, Vif-A3G inh, D1 agonist, D1 antagonist, D2 PAM, Vif-A3F inh, LDHA inh, D1 PAM, RXFP1 ag
1	O=C(Cn1ccc([N+](=O)[O-])n1)c1ccccc1
    0%, 0%, 5, 2, 1, 5%, 2, -2, -0.1%
2	CCCN(CCC)S(=O)(=O)c1ccc(Cl)c([N+](=O)[O-])c1
    -11%, -20%, 4, 5, 3, -1%, 0, -2, -2.5%

This part in full, previewed entries included:
Results follow in this order: GRP78 ERSR act, Vif-A3G inh, D1 agonist, D1 antagonist, D2 PAM, Vif-A3F inh, LDHA inh, D1 PAM, RXFP1 ag
1	O=C(Cn1ccc([N+](=O)[O-])n1)c1ccccc1
    0%, 0%, 5, 2, 1, 5%, 2, -2, -0.1%
2	CCCN(CCC)S(=O)(=O)c1ccc(Cl)c([N+](=O)[O-])c1
    -11%, -20%, 4, 5, 3, -1%, 0, -2, -2.5%
3	CN(C)c1ccc(CNC(=O)C2COc3ccccc3C2)cc1 (centres undefined)
    2%, -1%, 1, -3, 10, 1%, 3, 2, 1.0%
4	COc1ccc(CCN2C(=O)N(c3ccc(F)cc3)C(=O)C2CC(=O)Nc2ccccc2)cc1OC (centres undefined)
    1%, -3%, 1, -8, -14, 1%, 3, 2, 0.3%
5	Cc1cccc(NC(=O)c2ccc3nc(C(C)C)oc3c2)c1C
    -3%, -17%, 2, 9, -11, 0%, -6, -2, 1.8%
6	COc1ccc(C(=O)COC(=O)c2sc(C)nc2C)cc1Cl
    0%, 4%, 11, -24, 4, -1%, 0, -5, 0.0%
7	NC(=NC1CCCCC1)c1ccc(Cl)cc1
    0%, -1%, 1, -5, -11, -20%, -1, -1, 0.5%
8	COc1ccc(S(=O)(=O)N(CCc2ccccc2)CC(=O)O)cc1OC
    -4%, 0%, 2, 5, -5, -9%, -2, 1, -0.9%
9	Brc1cnc(N2CCOCC2)nc1N1CCCCC1
    -5%, 1%, 1, 1, -2, -3%, 13, -3, 3.1%
10	CCCCc1ccc(-c2ccc(Br)cc2)nc1
    3%, 0%, 0, -8, -4, 0%, 0, 0, 0.0%
11	O=C(CCCn1c(=O)c2ccccc2n(Cc2cccc(F)c2)c1=O)NC1CCN(Cc2ccccc2)CC1
    x, x, 5, 16, -20, x, x, -6, -0.7%
12	Cc1ccc(SCC(=O)Nc2cc(S(=O)(=O)N3CCCCC3)ccc2C)cc1
    2%, 4%, x, x, x, -9%, -4, x, x
13	O=C(Nc1cccc(Br)c1)c1cc2ccccc2o1
    8%, 1%, 1, -10, -22, -6%, -14, -4, -0.6%
14	O=S(=O)(c1ccc(Br)s1)N1CCN(c2cccc(C(F)(F)F)c2)CC1
    -4%, -2%, 22, -9, -7, 1%, 1, 1, -1.5%
15	Cc1ccccc1CN1C(=O)c2ccccc2Sc2ccc(C(=O)NC(C)c3ccccc3)cc21 (centres undefined)
    -3%, -2%, 1, -12, -14, 14%, -9, -2, 0.6%
16	O=C(Cn1ccc(=O)[nH]c1=O)c1ccc([N+](=O)[O-])o1
    -13%, u, x, x, x, -28%, 11, x, x
17	CCc1ccc(NC(=O)CN2C(=O)C(=O)c3ccccc32)cc1
    1%, -8%, 0, 1, -11, 4%, 8, -7, 2.6%
18	O=C(CSc1nc2cc(Cl)c(Cl)cc2[nH]1)c1ccc2c(c1)OCO2
    -4%, -6%, 6, -4, -23, -21%, -2, -5, 4.4%
19	NC(=O)C1CCN(C(=O)CN(c2ccc3c(c2)OCCO3)S(=O)(=O)c2ccccc2)CC1
    -3%, 1%, 1, -8, 6, -16%, -3, -4, 1.2%
20	O=C(c1cc2ccccc2oc1=O)N(Cc1ccccc1)C1CCS(=O)(=O)C1 (centres undefined)
    -1%, 1%, 3, 14, x, x, -8, -7, 0.4%
21	COc1ccccc1NC(=O)c1c(C)oc2c1CCCC2
    1%, 2%, 1, -4, 28, 8%, -1, -4, -0.4%
22	COc1ccc(Cn2c(C(=O)O)c(CNCc3ccc(SC)cc3)c3ccc(OC)cc32)cc1
    -3%, 0%, -1, -10, 0, 1%, -10, -6, -0.7%
23	COCC1CCCCN1C(=O)c1ccc(OC2CCN(CCc3ccccc3)CC2)cc1 (centres undefined)
    0%, 1%, 10, -4, -11, 8%, -3, -1, 0.6%
24	CC1(C)CC(=O)c2c(O)cc(OCC(=O)N3CCN(c4ccc(F)cc4)CC3)cc2O1
    1%, 0%, 4, -1, 15, 0%, -3, 1, -1.1%
25	COc1ccc(S(=O)(=O)N(C)C[C@H]2Oc3ccc(NC(=O)CCC(F)(F)F)cc3C(=O)N([C@H](C)CO)C[C@@H]2C)cc1
    1%, -3%, x, x, x, 4%, -2, x, x
26	CC(C)(C)C1=C(C#N)C(c2ccc3c(c2)OCO3)C(C#N)=C(N)O1 (centres undefined)
    -1%, -8%, 1, 1, 5, 1%, 5&34, 0, 1.3%
27	Cc1ccc(CS(=O)(=O)CCC(=O)NCCCOC(C)C)cc1
    -1%, -4%, 0, 8, -8, 0%, -5, -4, 2.1%
28	Cc1ccc(S(=O)(=O)N/N=C\c2ccc3c(c2)OCO3)c(C)c1
    3%, -3%, 1, 7, 1, 5%, -3, -3, 1.0%
29	CCOc1ccccc1CNC(=O)c1cnn(-c2ccc(C)cc2)c1-n1cccc1
    -5%, 0%, 21, 0, -2, 4%, -4, -2, 1.1%
30	Cc1cc(C)c(/C=C/c2onc(C)c2S(=O)(=O)N2CCC(C(=O)N3CCN(c4ccccc4)CC3)CC2)c(C)c1
    -2%, 7%, -1, -4, -7, 4%, 7, 0, 0.3%
31	COc1ccc(CNC(=O)c2ccc(Cl)c(S(=O)(=O)N3CCCCCC3)c2)cc1
    -5%, -3%, x, x, x, -1%, -19, x, x
32	Clc1ccc(CSc2nncn2-c2ccc3c(c2)OCCO3)cc1
    -5%, -29%, 5, -2, -6, -9%, -3, -2, 2.9%
33	O=C(Nc1cccc(O)c1)c1ccc2c(c1)C(=O)N(Cc1ccco1)C2=O
    -1%, -1%, 3, -13, -1, 3%, -4, -3, 0.2%
34	COCCNC(=O)CS(=O)Cc1nc(-c2ccc(Cl)cc2)oc1C (centres undefined)
    -2%, -1%, 0, 9, 2, 2%, 2&6, -5, 0.6%
35	CCOC(=O)c1cnc2c(cnn2C)c1Oc1ccc(OC)cc1
    -3%, -6%, 2, -12, -5, 10%, -2, 0, 0.4%
36	COC(=O)c1ccccc1NC(=S)N(C)C
    -5%, -5%, 0, 48, -2, 2%, -5, -2, 0.1%
37	COc1ccc(CN2CCS(=O)(=O)CC2)cc1OC
    -2%, 0%, 2, -18, 5, -1%, 2, -2, 0.5%
38	CC(C(=O)Nc1nccs1)c1ccc([N+](=O)[O-])cc1 (centres undefined)
    -7%, 1%, 24, -3, 6, 2%, 2, 2, 1.7%
39	CCOC(=O)Cc1c(C)[nH]n(-c2ccccc2)c1=O
    -6%, 0%, 3, -7, 4, 5%, -2, -4, 2.7%
40	COc1ccc(NC2=NCC(=O)N2c2ccccc2F)cc1
    -3%, 1%, 3, 3, 7, -1%, -5, -5, -0.9%

One compound at a time (already shown). Order of screens: GRP78 ERSR act | Vif-A3G inh | D1 agonist | D1 antagonist | D2 PAM | Vif-A3F inh | LDHA inh | D1 PAM | RXFP1 ag
COc1ccc(Cn2c(C(=O)O)c(CNCc3ccc(SC)cc3)c3ccc(OC)cc32)cc1 across the screens: -3% | 0% | -1 | -10 | 0 | 1% | -10 | -6 | -0.7%
CCc1ccc(NC(=O)CN2C(=O)C(=O)c3ccccc32)cc1 across the screens: 1% | -8% | 0 | 1 | -11 | 4% | 8 | -7 | 2.6%

Next part:
Results follow in this order: GRP78 ERSR act, Vif-A3G inh, D1 agonist, D1 antagonist, D2 PAM, Vif-A3F inh, LDHA inh, D1 PAM, RXFP1 ag
41	COc1ccccc1NS(=O)(=O)c1cccc(C(=O)NNC(=O)C(C)NC(=O)c2ccco2)c1 (centres undefined)
    -4%, 3%, x, x, x, -1%, -5, x, x
42	CC(C)(C)NC(=O)CN(C(=O)c1csnn1)c1ccccc1-c1ccccc1
    -3%, 1%, 1, -1, -1, 5%, -4, 4, -1.4%
43	COc1ccc(CN(C2CCCC2)S(=O)(=O)c2ccc(-n3cnnn3)cc2)cc1
    -6%, -1%, 2, -10, x, -6%, 6, -6, 0.9%
44	COc1cc(C(=O)NCCCOC(C)C)ccc1OC1CCN(C(C)=O)CC1
    -2%, -2%, 9, 6, 3, -14%, -6, -2, 0.3%
45	O=S1(=O)N=C(N/N=C/C=C/c2ccccc2)c2ccccc21
    2%, -24%, -1, -2, -7, 3%, -6, -3, 0.9%
46	CCN(CC(=O)Nc1c(F)cccc1F)C(=O)c1ccc2c(c1)S(=O)(=O)N=C1CCCCCN12
    -4%, 1%, 4, 10, -14, -5%, -10, 8, 2.1%
47	CCN(CC)CCCNC(=O)c1nn(C)c2c1CSc1ccccc1-2
    -2%, -4%, 1, -2, -5, -1%, 2, 0, 0.8%
48	O=c1c2ccccc2nc2ccc(NCc3ccco3)nn12
    -2%, -4%, 2, -12, -8, -6%, 2, -1, 3.6%
49	Clc1cccc(-c2nnc(SC/C=C/c3ccccc3)n2Cc2ccco2)c1
    3%, -9%, 9, -1, -3, -3%, 4, -3, 2.0%
50	Cc1nc(-c2ccc(S(=O)(=O)NCc3ccc(N(C)C)cc3)cc2)co1
    -3%, -1%, 6, 19, -5, 7%, -5, -4, -1.1%
51	Cc1nc(CC(C)C)cc(C(=O)N2CCCC(CNS(=O)(=O)c3cccs3)C2)n1 (centres undefined)
    -2%, 3%, 2, -4, 16, 6%, -6, -2, -1.2%
52	CC(C)(C)C(=O)NC1CCN(S(=O)(=O)c2cccc(C(F)(F)F)c2)CC1
    1%, 3%, 0, -17, -5, -2%, 1, -3, 1.6%

Only part of the results is shown; rates above refer to the full screens.
